Source: PubChem
Tat export inh: blocks Tat-dependent protein export in E. coli; E. coli MC4100 TorA-mCherry Tat export, fluorescence; inhibition, % at 10 µM; 0.036% of 340,000 active;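 active means mean replicate inhibition at least 50% and at least half of replicates individually reaching 50%; inconclusive means only one of the two criteria met; inactive means neither criterion met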;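 further: exported cargo escapes ClpAP degradation while cytoplasmic cargo is degraded and loses fluorescence; 0% = median of neutral control wells and 100% = median of NaSCN control wells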
CAL PDZ FP-1: inhibitors of human CAL PDZ peptide binding. Q9HD26. purified CAL PDZ, TMR-peptide fluorescence polarization, 1 h. inhibition, % at 24.9 µM. 0.92% of 300,000 active. AID 602252;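 active means mean inhibition of at least 30% with at least half of replicates also reaching 30%; inconclusive means no clear call, values can overlap the other calls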;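 further: 0% = DMSO neutral control and 100% = excess unlabeled competitor peptide PRC23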
CAL PDZ FP-2: blocks peptide binding to human CAL PDZ domain | 0.02% of 330,000 active | inhibition, % at 20 µM | purified CAL PDZ, TMR-peptide fluorescence polarization, 1 h | AID 504414 | Q9HD26;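 active means highest replicate inhibition of at least 40%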;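 further: plate controls were DMSO neutral control wells for no effect and unlabeled competitor peptide control wells for full effect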
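Material: tagged CAL PDZ protein CerCALP, purified; buffer or medium: sodium phosphate/NaCl buffer pH 7.4 with TCEP, IgG, Thesit; also added: fluorescent TMR peptide probe; schedule: 1 h incubation at room temperature before polarization reading; technique: fluorescence polarization from S- and P-plane intensities, G-factor corrected; control set: unlabelled peptide and DMSO controls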
SR-BI HDL uptake: inhibitors of mouse SR-BI mediated HDL lipid uptake | 0.96% of 320,000 active | Q61009 | inhibition, % at 12.5 µM | ldlA[mSR-BI] CHO cells, DiI-HDL uptake fluorescence, 3 h | AID 488896;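 active means mean replicate inhibition of at least 70% and a set share of replicates each scoring 70 or more; inconclusive means meets just one of the two criteria; inactive means fails both criteria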;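 further: 0% = median of neutral control wells and 100% = median of positive control wells; values of inactives mirror those of a sister screen read the other way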
Target sequence (Q61009 whole entry, looked up): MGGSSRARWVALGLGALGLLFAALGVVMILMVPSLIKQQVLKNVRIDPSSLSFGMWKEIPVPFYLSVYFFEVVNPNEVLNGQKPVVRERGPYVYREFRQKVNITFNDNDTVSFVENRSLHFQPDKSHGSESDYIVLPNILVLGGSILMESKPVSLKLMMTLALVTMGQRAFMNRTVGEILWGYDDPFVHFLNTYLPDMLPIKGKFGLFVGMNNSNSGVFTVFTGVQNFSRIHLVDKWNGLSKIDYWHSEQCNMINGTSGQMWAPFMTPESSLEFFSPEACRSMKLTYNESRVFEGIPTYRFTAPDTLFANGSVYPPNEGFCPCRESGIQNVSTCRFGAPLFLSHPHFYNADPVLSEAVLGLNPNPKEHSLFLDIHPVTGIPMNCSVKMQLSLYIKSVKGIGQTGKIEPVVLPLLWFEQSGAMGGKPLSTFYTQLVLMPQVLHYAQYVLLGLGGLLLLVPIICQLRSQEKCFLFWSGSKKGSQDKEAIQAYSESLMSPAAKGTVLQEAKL
AddAB inh: less growth of phage-infected E. coli with AddAB | E. coli expressing H. pylori AddAB, absorbance growth | inhibition, % at 11.9 µM | 0.29% of 330,000 active | AID 435030; in the data active means inhibition above about 12%;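 further: 0% = vehicle wells of infected cells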
Wnt bcat act: activators of Wnt/beta-catenin signaling; activation, % at 9.35 µM; AID 743398; Wnt/beta-catenin reporter cell assay, activator, plate reader; 1.2% of 300,000 active; in the data active means activation above about 30%, passing the limit was not always enough; inconclusive means no clear call, values can overlap the other calls;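 further: 0% = neutral control wells and 100% = positive control wells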
phage Ecoli inh: E. coli growth loss with phage present; growth absorbance; inhibition, % at 11.9 µM; 0.26% of 360,000 active; AID 651602; in the data active means inhibition above about 11%
MITF act: MITF TRPM1 promoter activation in melanoma cells | SK-MEL-5 TRPM1-promoter luciferase, 24 h; % of positive control, neutral wells = 0 | activation, % at 12.5 µM | 0.75% of 300,000 active | AID 588334;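 active means mean activation of at least 80% with every replicate also reaching 80%; inconclusive means mean reaches 80% but some replicate falls short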;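 further: 0% = neutral control wells and 100% = parthenolide positive control wells; values of inactives mirror those of a sister screen read the other way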
SR-BI DiI-HDL act: enhances SR-BI lipid uptake from DiI-HDL. 0.096% of 320,000 active. activation, % at 12.5 µM. AID 504775. CHO ldlA[mSR-BI] cells, DiI-HDL uptake fluorescence, 3 h; 100 = double the neutral-control signal;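 active means mean replicate activation of at least 60% and every replicate at or above 60%; inconclusive means mean or all-replicate condition met, but not both; inactive means mean below 60% and not all replicates reaching 60%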;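 further: 0% = median plate neutral-control signal and 100% = twice that signal; values of inactives mirror those of a sister screen read the other way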
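System: CHO ldlA[mSR-BI] cells / Medium: HEPES-buffered (25 mM, pH 7.4) F12 plus 0.5% BSA / Probe or stimulus: labelled HDL, 10 µg/mL / Doses: single compound concentration, delivered by pin transfer / Schedule: 3 h, 37 °C / Measured by: DiI fluorescence, bottom read / Measure: cell-associated DiI fluorescence as measure of HDL uptake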
E coli growth: bacterial growth inhibition, counter-screen for AddAB inhibitors | 0.27% of 330,000 active | E. coli V3065 growth, OD600 absorbance, 18 h | AID 449728 | inhibition, % at 11.9 µM;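 active means inhibition above the campaign's mean inhibition across all tested compounds plus 3 SD, cut at about 9.9% in these data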;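 further: uninfected addAB+ strain grown without phage in ampicillin broth; 0% = DMSO wells and 100% = ciprofloxacin 0.95 µg/ml wells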
An asterisk follows results filed as active; ? = inconclusive; . = no result given. This is a random part of the collection; overall some 3.6% were active at least once.

SMILES | Tat export inh | CAL PDZ FP-1 | CAL PDZ FP-2 | SR-BI HDL uptake | AddAB inh | Wnt bcat act | phage Ecoli inh | MITF act | SR-BI DiI-HDL act | E coli growth
CN1CCCC(OC(=O)c2ccc(C#N)cc2)C1 (centres undefined) | -1.0 | -0.6 | 1.0 | 4.7 | -2.5 | 2.3 | 2.0 | 5.5 | -4.7 | -0.3
Cn1c(=O)c2ncn(CC(=O)N/N=C/C=C/c3ccccc3)c2n(C)c1=O | 8.5 | -0.8 | -1.3 | -6.6 | 3.4 | 0.1 | 2.5 | -3.3 | 6.6 | 0.0
Cc1cc(C(=O)COC(=O)CNC(=O)c2ccc(F)cc2)c(C)n1Cc1ccco1 | -0.3 | 0.8 | 0.3 | 6.6 | 1.1 | 2.5 | 3.1 | 24.8 | -6.6 | -0.6
Cc1ccc(C)c(S(=O)(=O)Nc2nc(C)c(C(=O)Nc3ccccc3)s2)c1 | -2.3 | -2.9 | 0.2 | -18.3 | 4.0 | -0.8 | 2.4 | 12.2 | 18.3 | -3.9
O=C(C1CCN(S(=O)(=O)c2ccccc2)CC1)N1CCOCC1 | -5.6 | . | -1.2 | 4.2 | 1.7 | 0.3 | 1.9 | 3.0 | -4.2 | -0.4
Cn1c(=O)c2c(nc(CN3CCOCC3)n2CC(O)CO)n(C)c1=O (centres undefined) | -1.7 | -5.2 | -0.9 | 3.1 | 1.6 | . | 0.5 | . | -3.1 | 0.7
Cc1c(Cl)cccc1NC(=O)C1NC(=O)CC1c1ccccc1 (centres undefined) | ? | . | -0.1 | 25.0 | 0.9 | -5.5 | 2.6 | . | -25.0 | 1.0
Cc1cc(C(=O)NNC(=S)Nc2ccccc2C)cs1 | 20.2 | 1.0 | 0.1 | -10.3 | 1.4 | . | 1.2 | 28.6 | 10.3 | -2.9
CCOC(=O)N1CCC(NC(=O)c2cc(-c3ccc(OC)cc3)nc3ccccc23)CC1 | -18.4 | -3.0 | -1.6 | 67.4 | 0.8 | 0.8 | 1.7 | 21.6 | -67.4 | -0.2
CCOc1cc(/C=C2\C(=N)N3N=C(S(=O)(=O)CC)SC3=NC2=O)ccc1OC(=O)c1ccco1 | 4.3 | 0.0 | -4.2 | -4.8 | -0.4 | 1.4 | 0.6 | 0.2 | 4.8 | -1.6
N#CC1=C(N)Oc2ccc3ccc(O)cc3c2C1c1ccsc1 (centres undefined) | -2.2 | -1.5 | -0.5 | 34.1 | . | -6.6 | 3.3 | 5.5 | -34.1 | .
COc1ccc2[nH]c3c(NCCC4=CCCCC4)ncnc3c2c1 | -0.2 | 1.5 | 0.1 | -9.1 | . | -5.4 | 9.8 | -4.5 | 9.1 | .
O=C(Cc1ccccc1)N/N=C/c1cc(Br)cc(Cl)c1O | 3.1 | -5.3 | . | 53.8 | 1.3 | -3.1 | 8.5 | -18.6 | -53.8 | 0.0
COc1ccc(OCc2ccc(C(=O)O)cc2)cc1 | -3.3 | -1.8 | -1.8 | -12.4 | -0.5 | . | 1.4 | 34.1 | 12.4 | 0.7
Cc1noc(C)c1NC(=O)N(C)C[C@H]1Oc2ccc(NC(=O)Nc3ccc(C(F)(F)F)cc3)cc2C(=O)N([C@H](C)CO)C[C@@H]1C | 2.1 | -3.4 | -3.1 | 16.3 | 4.1 | -0.1 | 3.6 | 0.1 | -16.3 | -1.0
CCCCNC(=O)c1onc(CSc2ccc(Cl)cc2)c1C(=O)NCCCC | 7.8 | -0.6 | 0.3 | 15.0 | 2.0 | -1.1 | -0.4 | 10.7 | -15.0 | 0.3
Oc1ccccc1C=NC1=NN(c2cccc(C(F)(F)F)c2)CC1 | -1.1 | -1.4 | 0.0 | -18.1 | 2.1 | 1.8 | 4.1 | . | 18.1 | 0.7
COC(=O)C1CCN(S(=O)(=O)c2ccc(Br)s2)CC1 | -0.9 | . | -0.1 | -6.6 | 3.8 | -4.1 | -0.1 | 2.6 | 6.6 | 0.3
CCOc1ccccc1C(=O)Nc1cnn(Cc2ccc(F)cc2)c1 | 4.2 | -3.3 | -1.0 | 28.7 | 1.8 | . | 2.5 | -7.7 | -28.7 | -0.4
COc1ccc2nc(NC(=O)c3cccc(-c4cc5ccccc5oc4=O)c3)sc2c1 | 1.3 | -1.0 | -3.5 | 77.3* | 0.7 | . | 2.9 | -3.9 | -77.3 | -1.2
Cc1nn(CCC(=O)NNC(=S)NCC(C)C)c(C)c1Br | 5.0 | -1.2 | 0.0 | -4.5 | 1.8 | -1.7 | 0.7 | -2.7 | 4.5 | 0.3
O=C(COC(=O)C1CC2CCCC(C1)C2=O)Nc1ccc(Cl)cn1 (centres undefined) | 1.5 | -4.0 | -0.2 | -4.4 | -2.3 | 0.2 | 3.1 | -9.3 | 4.4 | -0.9
CSc1nc2n(n1)C(c1ccccn1)C1=C(CC(C)(C)CC1=O)N2 (centres undefined) | 6.6 | -7.1 | -2.8 | 0.8 | 3.2 | . | 1.6 | -0.6 | -0.8 | 0.4
Cc1ccc(C(=O)NC(=S)Nc2ccc(NC(=O)c3cccc(Cl)c3)cc2)cc1 | 18.5 | -2.2 | 0.3 | . | 3.7 | -11.2 | 3.2 | -4.0 | . | -1.3
CN(C)CC(O)COC(c1ccc(Cl)cc1)c1ccc(Cl)cc1 (centres undefined) | 1.9 | . | -0.5 | -136.0 | 1.1 | -0.9 | 4.0 | -11.7 | ? | 1.2

(more compounds)
SMILES | Tat export inh | CAL PDZ FP-1 | CAL PDZ FP-2 | SR-BI HDL uptake | AddAB inh | Wnt bcat act | phage Ecoli inh | MITF act | SR-BI DiI-HDL act | E coli growth
CC(C)(C)c1ccc(C2(C)NC(=O)N(CC(=O)NC3CCS(=O)(=O)C3)C2=O)cc1 (centres undefined) | -0.4 | -2.3 | -1.0 | -5.3 | . | -5.1 | 2.9 | -0.8 | 5.3 | .
CS(=O)(=O)N1Cc2ccccc2CC1C(=O)OCC(=O)NCc1ccccc1 (centres undefined) | -1.3 | . | 0.2 | -14.3 | -0.9 | 1.3 | 2.9 | 3.9 | 14.3 | -4.9
O=C1CC(c2ccco2)CC(O)=C1C=Nc1cc(Cl)ccc1O (centres undefined) | -1.6 | -3.5 | -3.8 | 3.1 | 1.4 | -22.7 | -0.4 | -3.2 | -3.1 | -1.7
Cc1cccc([N+](=O)[O-])c1NC(=O)COC(=O)c1nc2nccc(C)n2n1 | 4.0 | 3.3 | 0.6 | -0.4 | 1.0 | -3.3 | 4.0 | 2.1 | 0.4 | 1.4
CCN(CC)CCN1C(=O)C(=O)/C(=C(/O)c2ccc(OC(C)C)cc2)C1c1ccncc1 (centres undefined) | -4.6 | -2.5 | -1.2 | 0.5 | 2.5 | -1.6 | 0.7 | 10.5 | -0.5 | -1.3
CC1=C(C(=O)NC2CC(C)(C)Cc3c2cnn3-c2ccc(C)cc2)OCCO1 (centres undefined) | 1.7 | -3.9 | 0.0 | 20.8 | . | -0.8 | 0.8 | 21.8 | -20.8 | .
O=C(Cn1nnc(-c2cccs2)n1)Nc1ccccc1C(F)(F)F | -5.4 | -3.7 | 0.0 | -4.6 | 2.1 | -2.0 | 0.6 | 8.6 | 4.6 | 3.2
O=c1c2c([nH]c3ccccc13)C(=C1CCCC1)CC2 | 3.8 | -3.2 | -0.4 | -12.0 | 5.9 | . | . | -0.3 | 12.0 | 2.1
Cc1ccc(Cn2c(=N)n(CC(O)c3ccco3)c3ccccc32)cc1 (centres undefined) | -4.2 | -5.6 | 0.0 | -22.2 | 0.7 | . | 5.0 | -8.2 | 22.2 | 3.1
O=C(Nc1ccc(Cl)cc1)OCc1cncs1 | -0.1 | -2.8 | 0.8 | 1.3 | 4.5 | . | -0.4 | 54.1 | -1.3 | 1.1
CCc1c(C)nc2[nH]nc(-c3ccccc3C)n2c1=O | 6.6 | . | -2.0 | -10.8 | 4.5 | . | -0.9 | 7.5 | 10.8 | -0.8
Nc1ncnc2c1ncn2[C@@H]1O[C@H](CO)[C@@H](O)[C@@H]1O | -5.6 | -2.4 | -0.4 | -4.5 | 2.4 | 2.1 | 4.2 | -3.6 | 4.5 | 0.0
CC1CCCCC12NC(=O)N(CC(=O)NC(=O)NCc1ccco1)C2=O (centres undefined) | -2.5 | . | -1.9 | -7.1 | 1.1 | . | 1.5 | -7.8 | 7.1 | -1.3
Cc1nn(-c2ccccc2)c(C)c1C(=O)OCC(=O)Nc1ccccc1C(F)(F)F | -5.1 | -10.2 | -1.0 | 22.6 | -0.6 | 12.8 | 0.5 | 28.3 | -22.6 | -2.6
CC(C)(C)C1CCC(C(=O)Nc2cccnc2)CC1 (centres undefined) | -0.4 | -2.8 | . | -17.4 | 6.0 | -1.0 | 2.8 | -2.9 | 17.4 | 0.2
c1csc(CNc2ncnc3ccc(-c4ccoc4)cc23)c1 | 3.7 | -4.5 | -4.7 | -4.6 | 2.6 | -11.0 | 1.9 | 4.9 | 4.6 | -0.2
COc1ccc(C2=NN(CN3C(=O)C(=O)c4ccccc43)C(c3cccc([N+](=O)[O-])c3)C2)cc1 (centres undefined) | -3.1 | 0.4 | -0.7 | 10.8 | -0.6 | 3.3 | -1.2 | . | -10.8 | -0.3
COc1cc(C(=S)N2CCCC2)ccc1OC(=O)c1ccc(Cl)cc1[N+](=O)[O-] | 1.8 | -1.2 | -4.1 | 111.6* | 1.8 | -1.0 | 2.8 | 2.0 | -111.6 | 0.6
CNCC(O)Cn1c(C(F)(F)F)nc2ccccc21 (centres undefined) | -11.9 | -1.2 | -0.6 | -10.6 | 3.5 | -1.4 | 2.2 | 4.9 | 10.6 | 2.3
CC(=O)N(c1cccc(C)c1)C1SC(=O)N(c2ccccc2)C1=O (centres undefined) | -0.3 | -5.3 | -0.9 | -1.1 | 5.0 | -1.1 | 0.8 | -7.9 | 1.1 | 1.8
CCOc1ccc(OCCn2ccnc2)cc1 | -2.1 | 1.3 | -0.9 | -16.3 | 2.1 | . | 1.6 | -11.1 | 16.3 | -1.0
Cc1nnc(SC(C)C(=O)Nc2nccs2)s1 (centres undefined) | 0.9 | 4.1 | -1.4 | -30.7 | 0.6 | -3.1 | 1.7 | -21.9 | 30.7 | -0.2
O=C(CN1CCCSc2ccccc21)N1CCN(S(=O)(=O)c2ccccc2)CC1 | -0.1 | -5.7 | -2.1 | 4.5 | . | -3.6 | 2.4 | 0.7 | -4.5 | .
COc1ccc(CCNC(=O)c2nnn(CC(=O)Nc3ccc(C)cc3C)c2N)cc1OC | 0.2 | -1.0 | -1.1 | 46.6 | 0.7 | -0.2 | 0.0 | 3.8 | -46.6 | -4.7
